# UGM FP inh – blocks M. tuberculosis UGM enzyme. inhibition, % at 10 µM. actives 0.06% (n = 320,000). purified UGM, fluorescence polarization probe displacement. P9WIQ1; in the data active = inhibition above about 10%, passing the limit was not always enough; inconclusive = no clear call, values can overlap the other calls
# Target sequence (P9WIQ1 whole entry, looked up): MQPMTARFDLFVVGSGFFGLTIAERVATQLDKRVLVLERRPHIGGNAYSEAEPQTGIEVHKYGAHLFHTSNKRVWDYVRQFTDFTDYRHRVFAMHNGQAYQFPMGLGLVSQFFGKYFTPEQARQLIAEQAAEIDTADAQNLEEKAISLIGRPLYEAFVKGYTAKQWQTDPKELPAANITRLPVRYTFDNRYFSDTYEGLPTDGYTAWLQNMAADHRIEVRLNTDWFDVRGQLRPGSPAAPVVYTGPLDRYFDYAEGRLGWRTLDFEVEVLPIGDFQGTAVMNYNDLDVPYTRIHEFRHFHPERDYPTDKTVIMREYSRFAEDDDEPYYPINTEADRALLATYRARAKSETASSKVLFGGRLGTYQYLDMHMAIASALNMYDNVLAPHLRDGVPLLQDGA
# FadD28 binding – inhibitors of Mycobacterium tuberculosis FadD28 bisubstrate binding; FadD28 bisubstrate probe binding, fluorescence polarization; inhibition, % at 12.5 µM; actives 0.22% (n = 360,000); in the data active = inhibition above about 8.5%, passing the limit was not always enough; inconclusive = no clear call, values can overlap the other calls
# Mtb FBA inh – inhibits M. tuberculosis FBA enzyme; purified M. tuberculosis FBA, fluorescence read-out; inhibition, % at 1 µM; actives 2.3% (n = 360,000); AID 588726; in the data active = inhibition above about 27%;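 note: 0% = vehicle and 100% = reference inhibitor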
# Target sequence (P9WQA3 whole entry, looked up): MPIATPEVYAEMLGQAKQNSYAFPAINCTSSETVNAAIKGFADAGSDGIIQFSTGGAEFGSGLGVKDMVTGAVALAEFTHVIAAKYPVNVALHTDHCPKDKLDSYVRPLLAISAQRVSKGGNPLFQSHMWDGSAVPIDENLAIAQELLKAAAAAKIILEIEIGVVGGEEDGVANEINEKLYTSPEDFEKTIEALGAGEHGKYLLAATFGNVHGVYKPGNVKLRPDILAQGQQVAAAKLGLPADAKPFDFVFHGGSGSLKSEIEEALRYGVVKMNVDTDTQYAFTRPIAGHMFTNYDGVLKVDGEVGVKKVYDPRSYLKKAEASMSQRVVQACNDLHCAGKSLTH
# PfHsp40 rescue – compounds rescuing yeast from Plasmodium falciparum HSP40 toxicity. S. cerevisiae expressing PfHsp40, growth rescue, ATP luminescence. growth rescue, % at 12.5 µM. actives 0.68% (n = 340,000); in the data active = growth rescue above about 28%, passing the limit was not always enough; inconclusive = no clear call, values can overlap the other calls;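 note: yeast W303a lacking pdr1 and pdr3 grown in galactose medium; growth measured after three days at 30 °C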
# BoNT F protease – BoNT F light chain protease inhibition; inhibition, % at 10 µM; actives 0.22% (n = 360,000); Multiplex microsphere protease cleavage assay, flow cytometry; in the data active = inhibition above about 35%, passing the limit was not always enough; inconclusive = no clear call, values can overlap the other calls; note: plate controls were buffer without enzyme for full effect and enzyme alone for no effect
# BoNT-A LC inh2 – blocks Botulinum neurotoxin A light chain protease | multiplex microsphere protease substrate cleavage, flow cytometry | inhibition, % at 10 µM | actives 0.17% (n = 360,000) | AID 588499; note: plate controls were buffer without enzyme for full effect and enzyme alone for no effect
# GDH-TPI inh – inhibits GDH-TPI coupling enzymes, artifact for Mtb FBA screen | GDH-TPI coupled enzyme counterscreen, NADH absorbance | inhibition, % at 4.8 µM | actives 1.2% (n = 360,000) | AID 588335; in the data active = inhibition above about 30%;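 note: 0% = DMSO wells and 100% = wells lacking the enzyme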
# Anthrax LF prot – blocks Bacillus anthracis lethal factor protease; P15917; multiplex microsphere protease cleavage assay, LF; inhibition, % at 10 µM; actives 0.12% (n = 360,000); AID 588501; note: plate controls were buffer without enzyme for full effect and enzyme alone for no effect
# BioA inh – BioA (M. tuberculosis) enzyme inhibition; actives 0.096% (n = 360,000); purified M. tuberculosis BioA enzyme, plate reader; inhibition, % at 9.99 µM; AID 602481; in the data active = inhibition above about 40%; inconclusive = no clear call, values can overlap the other calls
# * = called active by the depositor; u = inconclusive; x = not tested or not shown; & = joins results of further samples. Cut-off read from the data, not from the text of the source, unless noted: active = inhibition above about 30%; inconclusive = no clear call, values can overlap the other calls; inactive = below that. Hits appear at their usual frequency; 4.7% or so of the library scored in one or more.
SMILES,UGM FP inh,FadD28 binding,Mtb FBA inh,PfHsp40 rescue,BoNT F protease,BoNT-A LC inh2,GDH-TPI inh,Anthrax LF prot,BioA inh
CCN(CC(=O)NCc1cccs1)C(=O)/C=C/c1cccc(OC)c1OC,3.4,-1.5,2,-0.3,-11,-2.0,5,-1,-0.2
COc1ccc(C)cc1S(=O)(=O)N(C)CC(=O)Nc1ccc2c(c1)OCCO2,-2.4,-1.6,1,0.2,1,0.0,2,-2,0.1
Cc1ccc(CN2CCCC(C(=O)c3sccc3C)C2)o1 (stereo unspecified),0.2,-1.5,0,-1.8,-1,-0.5,4,-3,-1.5
CCOc1ccc(C2OC34CCCCC3C(C#N)(C#N)C2(C#N)C(=N)O4)cc1OC (stereo unspecified),-0.6,0.9,75*,0.2,2,1.7,-3,1,-3.3
Cc1c(NC(=O)CC(=O)Nc2c(C)n(C)n(-c3ccccc3)c2=O)c(=O)n(-c2ccccc2)n1C,-1.8,-1.7,-3,1.0,0,0.7,-11,1,-0.3
CCOc1ccc(N/C=C/C(=O)c2ccc(C)cc2)c([N+](=O)[O-])c1,1.5,-2.6,-1,-0.7,2,0.5,-8,1,x
Cc1cccc(NC(=O)C2c3ccccc3Oc3ccccc32)n1,-0.7,-1.8,-2,11,0,-0.4,-1,-1,x
Cc1nnc(SCC(=O)N(CC(C)C)c2c(N)n(CC(C)C)c(=O)[nH]c2=O)n1-c1ccccc1,-1.0,0.1,4,-0.5,-2,-0.2,1,-2,x
CC1(C)C2CCC(CN=C(N)CSS(=O)(=O)O)C1C2 (stereo unspecified),x,-3.6,5,x,-11,0.7,2,-3,-0.9
Cc1cc(S(=O)(=O)N2CCCC(N(C)CCc3ccccn3)C2)c(C)cc1Cl (stereo unspecified),-1.6,-0.3,6,1.1,-2,-3.1,9,-1,1.2
CC(C)C(=O)N1CCN(CCN=CC2=C(O)CC(c3ccco3)CC2=O)CC1 (stereo unspecified),4.6,0.1&-1.3,3&-2,-0.1&-0.6,7&2,0.0&1.4,-3&11,-3&3,-3.8&0.4
CC(C)Cc1ccc(S(=O)(=O)Nc2ccccn2)cc1,-0.8,-0.1,1,-0.6,-18,-5.3,4,-7,x
Cc1cccc(NC(=O)CSc2nnc(-c3ccccc3Br)o2)c1C,0.6,-0.3,-2,1.7,-16,0.1,4,-1,-2.0
O=C(NCCc1ccccc1)C1CCN(Cc2ccccc2F)CC1,-1.9,-2.4,1,-1.3,22,1.2,4,1,-0.1
Cc1ccc(NC(=O)COC(=O)c2nn(C)cc2Cl)cc1,1.5,-0.4,-1,3.5,-4,-2.4,-1,-6,x
Cc1cccc(OCc2nc(C#N)c(N3CC(C)CC(C)C3)o2)c1 (stereo unspecified),0.4,-0.5,-1,0.3,-5,-0.6,0,9,-0.1
COc1ccc2c(c1)cc1n2CCN2CCCN=C12,3.2,-3.4,11,-0.5,-2,3.5,22,5,0.4
COC(=O)c1sccc1N/N=C/c1ccc(OC)c(OC)c1OC,5.0,-2.3,9,3.7,-11,-1.4,23,-7,0.8
O=Cc1ccc2oc3nc4n(c(=O)c3c(=O)c2c1)CCCS4,-1.0,-3.3,0,0.6,11,-0.3,15,-3,-0.3
O=C(O)CC1SC(=Nc2cccc(O)c2)NC1=O (stereo unspecified),3.1,-0.9,-4,-0.2,-7,-1.0,-1,-3,-0.4
N#Cc1cccc(-n2nnnc2-c2ccccn2)c1,2.3,1.0,0,0.8,-17,-0.8,8,-2,-2.4
Cc1c(Br)c([N+](=O)[O-])nn1C(C)C(=O)NCc1cccnc1 (stereo unspecified),-0.6,-4.2,-2,-0.2,0,-1.3,-11,-8,-2.2
COCCCNC(=O)C(C)N1c2cccc3cccc(c23)S1(=O)=O (stereo unspecified),1.1,3.2,11,0.1,-12,-1.0,6,2,0.4
COc1ccc(OCC(=O)NNC(=O)Cn2c(=O)cnc3ccccc32)cc1,x,-0.1,4,1.2,3,4.4,-4,-1,-2.1
CC1=CC(=O)C(C(C)=Nc2ccccc2[N+](=O)[O-])C(=O)O1 (stereo unspecified),x,-4.1,-5,-1.9,1,0.1,0,2,-0.8

# Going on with the list.
SMILES,UGM FP inh,FadD28 binding,Mtb FBA inh,PfHsp40 rescue,BoNT F protease,BoNT-A LC inh2,GDH-TPI inh,Anthrax LF prot,BioA inh
O=S(=O)(c1ccc2c(c1)OCCO2)N1CCC(c2nc3ccccc3s2)CC1,0.5,-0.3,3,2.4,-8,-0.3,-4,0,-0.9
CCOc1nc(Nc2ccc(OC)cc2)nc(N2CCOCC2)n1,1.1,1.5,2,-0.6,-2,1.4,-9,16,0.2
CN(C)S(=O)(=O)NC(c1ccccc1)c1ccccc1,1.0,-0.5,0,-1.6,7,-0.1,0,3,-0.1
CCCCn1c(=O)c(C(=O)Nc2ccccn2)c(O)c2ccccc21,-0.7,0.1,-1,0.2,-11,0.4,-6,6,-1.5
O=C(NNc1c(Cl)cc(Cl)cc1Cl)C1CCC1,-1.6,-5.0,-1,-1.1,-5,-0.2,0,0,x
CCSc1nc(=O)n(-c2ccccc2)c(C)c1C(C)=S,-0.6,-2.6,0,0.5,-3,0.6,4,-9,11
Cc1c(C)n(CCCN(C)C)c2ncnc(NC3CCCCC3)c12,-0.2,-1.3,0,-1.0,u,-0.1,-7,-7,x
COCCCN1CN(Cc2ccccc2)CNC1=S,-1.5,-1.4,-1,-0.8,-1,-0.6,-1,0,x
CCC(C)NC(=O)Cc1c(OC)ccc2cc(Br)ccc12 (stereo unspecified),0.7,-2.9,-3,6.2,5,0.1,4,-5,x
COc1cc(NC(=O)Cn2cnc(S(=O)(=O)N3CCCC3)c2)cc(OC)c1OC,2.1,-3.6,-1,-0.7,0,0.4,-5,-3,-0.8
CCc1ccc(C(C)NC(=O)c2cc(C)oc2C)cc1 (stereo unspecified),-1.0,-4.7,1,47*,3,1.8,2,-4,-0.1
CCNC(=O)NC(=O)CSc1ccc(S(=O)(=O)N(C)C2CCCCC2)cn1,-0.8,-1.0,2,-0.7,-6,0.4,3,0,-0.3
O=C(Cn1cccc1C(=O)c1ccccc1)NCCCc1ccccc1,-0.6,1.2,4,-1.3,0,0.7,12,-4,x
COc1ccc(C(=O)C2CCCN(C(=O)c3n[nH]c4c3CCCC4)C2)cc1OC (stereo unspecified),-0.2,-3.5,1,0.2,-4,0.0,-1,1,2.8
CCCc1cc(=O)[nH]c(SCC(=O)Nc2ccc(C)c(S(=O)(=O)N3CCCCC3)c2)n1,-1.9,-1.9,-1,-0.1,-1,0.3,-3,5,-0.6
CCN=C1SC(CC(=O)Nc2ccc3c(c2)OCO3)C(=O)N1CC (stereo unspecified),-0.4,0.9,0,-0.6,-5,-0.6,10,-5,x
COc1ccc(CC(=O)NCc2n[nH]c(=S)n2-c2ccccc2)cc1,0.5,2.2,3,-0.2,-2,0.2,-2,-6,0.6
Cc1nnsc1-c1nnc(SCC(=O)c2ccc(F)cc2)n1C1CC1,-0.1,-1.6,2,-0.5,-12,-1.0,12,-8,-1.2
CCOC(=O)c1ccc(OCC2NCCc3cc(OC)c(OC)cc32)cc1 (stereo unspecified),0.2,-0.2,-1,-0.5,-12,-1.9,1,-4,0.4
O=C(c1ccc(Cl)cc1Cl)N1CCOCC1,x,-0.3,-1,0.9,-8,0.5,3,11,-2.6
Cc1nc(NC(=O)C2CC2)sc1C(=O)Nc1cccc(Cl)c1,-0.2,-1.7,-6,-0.4,2,3.1,3,-2,-1.0
CCOC(=O)C1CCCN(c2cc(=O)n(C3CCCCC3)c(=O)[nH]2)C1 (stereo unspecified),3.6,-2.7,6,0.0,-2,-0.7,6,1,x
CCc1ccc(NC(=O)N(Cc2ccco2)C(C)c2cccs2)cc1 (stereo unspecified),-0.8,-2.3,1,0.2,-8,-1.7,13,-4,x
Fc1ccccc1-c1csc(=Nc2cccnc2)n1CC1CCCO1 (stereo unspecified),-0.3,-1.2,2,-0.2,-1,2.8,9,3,x
COc1ccc(CCNC(=O)c2ccccc2-c2ccccc2C(=O)O)cc1OC,-0.6,-1.6,2,-1.5,5,0.2,7,-4,-2.3

# In the list so far, 4 have a furan ring, fused or not.
SMILES,UGM FP inh,FadD28 binding,Mtb FBA inh,PfHsp40 rescue,BoNT F protease,BoNT-A LC inh2,GDH-TPI inh,Anthrax LF prot,BioA inh
Cc1ccc(CN2CCCC(C(=O)c3sccc3C)C2)o1 (stereo unspecified),0.2,-1.5,0,-1.8,-1,-0.5,4,-3,-1.5
CC(C)C(=O)N1CCN(CCN=CC2=C(O)CC(c3ccco3)CC2=O)CC1 (stereo unspecified),4.6,0.1&-1.3,3&-2,-0.1&-0.6,7&2,0.0&1.4,-3&11,-3&3,-3.8&0.4
CCc1ccc(C(C)NC(=O)c2cc(C)oc2C)cc1 (stereo unspecified),-1.0,-4.7,1,47*,3,1.8,2,-4,-0.1
CCc1ccc(NC(=O)N(Cc2ccco2)C(C)c2cccs2)cc1 (stereo unspecified),-0.8,-2.3,1,0.2,-8,-1.7,13,-4,x

# (continued)
SMILES,UGM FP inh,FadD28 binding,Mtb FBA inh,PfHsp40 rescue,BoNT F protease,BoNT-A LC inh2,GDH-TPI inh,Anthrax LF prot,BioA inh
O=C(O)c1ccccc1-c1ccccc1C(=O)Nc1ccccc1Br,3.0,-1.0,4,1.0,1,0.3,10,-1,-0.2
O=C(/C=C/c1ccco1)NCC(=O)N/N=C/c1ccccc1[N+](=O)[O-],0.5,0.0,-4,0.1,1,-0.3,18,2,x
CCOc1ccc(-c2cccc(NC(=O)c3ccco3)c2)nn1,-0.8,-2.6,0,0.3,-11,-0.9,0,-4,4.2
CCCOc1cccc(NC(=O)c2c(-c3ccccc3)noc2C)c1,1.5,-5.7,2,-1.1,-9,0.7,-4,4,-1.7
C=CCn1c(SCC(=O)NC(=O)NCCC)nnc1C1CCCCC1,-0.8,1.0,3,0.2,3,0.0,10,-2,-2.0
Cc1ccc(NN=Nc2nc3c([nH]2)c(=O)n(C)c(=O)n3C)cc1,x,-1.3,1,-0.6,0,1.3,2,-1,x
CN1CCN(c2ccccc2NC(=O)c2ccc(-c3ccccc3[N+](=O)[O-])o2)CC1,2.2,-0.1,-2,1.4,0,1.0,11,u,1.4
COc1ccccc1NC(=O)COc1ccc(-c2nn(C)c(=O)c3ccccc23)cc1,-5.7,-2.4,-2,-0.1,-14,0.2,-5,-1,1.4
Cc1noc(/C=C/N(C)C)c1S(=O)(=O)N(C)Cc1ccc(F)cc1,-2.0,-3.2,-2,0.8,0,0.8,14,0,-0.7
COC(CNC(=O)C1CCC(CNS(=O)(=O)c2c(C)cc(C)cc2C)CC1)OC (stereo unspecified),0.3,-2.5,-2,-1.1,-5,-1.5,-3,1,-0.5
Nc1nc(SCC(=O)NCCC(c2ccccc2)c2ccccc2)n[nH]1,0.1,-4.2,1,-0.3,-10,-0.1,-8,-2,1.1
O=C(N/N=C/c1ccco1)c1ccc(OCc2ccccc2)cc1,-1.1,-3.1,3,-0.4,u,-6.7,10,12,x
COCCCN1C(=O)c2ccc(C(=O)Nc3ccccc3OC)cc2C1=O,2.1,-0.4,-3,0.1,3,0.6,7,3,-0.1
O=C(NC(=S)Nc1ccccc1O)c1ccccc1Cl,7.7,-1.0,1,-0.6,-1,-0.8,0,-4,x
Cc1ccc(NC(=O)N2CCCC2C(=O)NCC2CCCO2)cc1 (stereo unspecified),-2.5,-2.1,-1,-1.6,-1,0.2,-7,3,1.5
O=C(COC(=O)C12CC3CC(CC(Br)(C3)C1)C2)Nc1ccc2[nH]c(=O)[nH]c2c1,5.7,-0.3,0,0.3,-2,1.3,5,1,-2.0
Cc1nnsc1S(=O)c1ccc(Cl)c(Cl)c1 (stereo unspecified),-0.1,-2.6,-2,-0.6,-29,-1.1,-1,-7,2.5
O=C(Nc1cc(C(F)(F)F)ccc1N1CCOCC1)c1n[nH]c(=O)c2ccccc12,-1.3,-0.3,-1,-0.5,-5,-0.7,5,6,-2.0
CCOC(=O)C1=C[C@@H](C(C)(C)C)N(S(=O)(=O)c2ccc([N+](=O)[O-])cc2)[C@H]1c1ccccc1,x,-0.7,-2,x,-3,1.3,x,1,-3.2
CCOC(=O)c1c(C)c(C(=O)NCc2ccccn2)c(C)n1C,-1.0,-0.5,3,0.0,8,0.2,4,0,-0.9
COc1cc(CN(C)C(=O)C(=O)c2c[nH]c3ccccc23)ccc1O,x,-0.8,0,0.1,-9,-0.6,21,-2,2.2
